Screening data deposited in PubChem BioAssay by Sanford-Burnham Center for Chemical Genomics.
hIAP activ: human IAP activation; P09923; purified human IAP, CDP-Star luminescence, 30 min; hits give high values; 1 = vehicle-only enzyme, 0 = enzyme-free background; activation factor at 10 µM; hit rate 0.16% among 330,000;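 active means activation factor of the enzyme at least 2-fold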; further: the source names both 10 and 20 µM as test concentration; values of inactives mirror those of a sister screen read the other way
Target sequence (P09923 whole entry, looked up): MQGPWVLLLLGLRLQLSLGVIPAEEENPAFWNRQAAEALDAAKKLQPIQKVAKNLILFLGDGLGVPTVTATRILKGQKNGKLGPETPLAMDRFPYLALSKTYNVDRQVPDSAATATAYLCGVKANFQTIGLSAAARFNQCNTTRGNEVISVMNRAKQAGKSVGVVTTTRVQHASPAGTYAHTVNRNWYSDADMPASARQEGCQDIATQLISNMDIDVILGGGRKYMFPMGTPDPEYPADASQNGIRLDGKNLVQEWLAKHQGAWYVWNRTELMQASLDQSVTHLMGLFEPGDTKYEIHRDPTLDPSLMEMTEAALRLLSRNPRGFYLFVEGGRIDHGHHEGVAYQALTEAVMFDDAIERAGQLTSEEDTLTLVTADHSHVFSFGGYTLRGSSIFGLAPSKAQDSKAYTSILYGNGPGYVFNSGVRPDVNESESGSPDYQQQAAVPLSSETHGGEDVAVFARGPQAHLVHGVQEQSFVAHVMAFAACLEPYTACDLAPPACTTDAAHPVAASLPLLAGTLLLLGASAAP
hIAP inh: blocks human intestinal alkaline phosphatase; purified IAP, CDP-Star luminescence, 30 min; inhibition, % at 10 µM; hit rate 0.12% among 330,000;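 active means inhibition reaching a set limit with compound at 10 µM in the primary screen, cut at about 35% in these data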;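 further: plate controls were DMSO wells with enzyme for no effect and no-enzyme buffer wells for full effect; values of inactives mirror those of a sister screen read the other way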
APOBEC3G inh: blocks human APOBEC3G single-stranded DNA deamination; hit rate 0.28% among 330,000; Q9HC16; recombinant A3G, ssDNA deamination FAM/TAMRA fluorescence; inhibition, % at 20 µM;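 active means inhibition of at least 40% at 20 µM, with no more than 30% in the related APOBEC3A deaminase screen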;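 further: plate controls were DMSO wells with A3G for no effect and wells lacking A3G enzyme for full effect; some compounds called inactive have numbers as strong as hits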
Target sequence (Q9HC16 whole entry, looked up): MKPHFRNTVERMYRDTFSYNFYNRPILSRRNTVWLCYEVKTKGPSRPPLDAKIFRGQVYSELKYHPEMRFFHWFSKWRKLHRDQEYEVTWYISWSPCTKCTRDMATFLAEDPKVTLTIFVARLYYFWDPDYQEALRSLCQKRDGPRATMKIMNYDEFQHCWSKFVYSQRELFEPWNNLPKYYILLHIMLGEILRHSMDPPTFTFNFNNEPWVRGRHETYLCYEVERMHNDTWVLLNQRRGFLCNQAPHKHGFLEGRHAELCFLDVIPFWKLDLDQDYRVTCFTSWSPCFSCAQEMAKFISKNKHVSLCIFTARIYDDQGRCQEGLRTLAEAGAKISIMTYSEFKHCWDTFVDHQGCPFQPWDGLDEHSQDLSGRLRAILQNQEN
beta cell repl: MIN6 beta-cell proliferation induction | hit rate 0.29% among 330,000 | proliferation, % at 10 µM | MIN6 cells proliferation, ATPlite luminescence, 48 h; cells starved in 0.2% serum; 100% = growth in 10% serum;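 active means compounds whose signal lies at least 3.5 SD above the mean of all wells on their plate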;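 further: 0% = DMSO-treated cells in low-serum medium and 100% = 10% serum control; some compounds called inactive have numbers as strong as hits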
mIAP inh: blocks mouse intestinal alkaline phosphatase; purified mouse IAP, CDP-Star luminescence, 30 min; inhibition, % at 10 µM; hit rate 0.2% among 330,000; AID 2806;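 active means inhibition of at least 40% at 10 µM in the primary screen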;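 further: plate controls were DMSO with enzyme for no effect and no enzyme wells for full effect; values of inactives mirror those of a sister screen read the other way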
A3A deaminase: human APOBEC3A DNA deaminase inhibition | hit rate 0.41% among 330,000 | recombinant A3A, FAM/TAMRA ssDNA deamination fluorescence | P31941 | inhibition, % at 20 µM;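 active means at least 40% inhibition at 20 µM here, with at most 30% in a related deaminase screen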;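 further: plate controls were A3A with DMSO for no effect and wells lacking A3A enzyme for full effect; some results filed as inactive read as strong as hits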
MPTP inh: inhibitors of mitochondrial permeability transition pore | inhibition, % at 10 µM | hit rate 1.4% among 360,000 | isolated mouse mitochondria, Ca2+ swelling absorbance, 30 min;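 active means inhibition of 50% or more, scaled per plate between neutral and stimulator controls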;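 further: 0% = DMSO wells given calcium and 100% = 1 mM EGTA wells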
mIAP activ: mouse IAP activation; hit rate 0.24% among 330,000; AID 2805; activation factor at 10 µM; muIAP, CDP-Star luminescence, 30 min; hits give high values; 1 = vehicle-only enzyme signal, 0 = enzyme-free wells;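 active means activation factor of at least 2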; further: the source names both 10 and 20 µM as test concentration; values of inactives mirror those of a sister screen read the other way
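also added = chemiluminescent substrate CDP-Star | test system = mouse IAP enzyme | signal = chemiluminescence readout | compound = DMSO-dissolved test compounds | incubation = 30 min at room temperature | benchmarks = DMSO wells, no-enzyme wells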
ATG4B inhibitor: ATG4B (human) cysteine protease inhibition. ATG4B cleavage of LC3-PLA2, NBD-HPC fluorescence, 1 h. inhibition, % at 8.33 µM. Q9Y4P1. hit rate 0.51% among 340,000; in the data active means inhibition above about 40%
* hit, by the source's call; · = no result given. Rows are unselected. Share with any hit: about 3.3%.

SMILES	hIAP activ	hIAP inh	APOBEC3G inh	beta cell repl	mIAP inh	A3A deaminase	MPTP inh	mIAP activ	ATG4B inhibitor
COc1ccc2nc(N/C(=N/S(=O)(=O)c3cccs3)c3ccccc3Cl)sc2c1	0.88	12	-16	-1	5	-4	-0.1	0.95	-1
COc1cc2c(cc1OC)C(c1cc3cc4c(cc3[nH]c1=O)OCO4)N(C(=O)C1CC1)CC2 (stereo not given)	1.1	-9	-7	-2	0	-3	-1.0	1	-7
CCOc1ccc(N(C(=O)c2ccc(S(=O)(=O)N3CCCC3)cc2)C2C=CS(=O)(=O)C2)cc1 (stereo not given)	1.1	-11	1	2	6	11	0.1	0.94	0
COc1ccc2nc(-c3ccc(Cl)cc3)cc(C(=O)O)c2c1	1	-2	-10	-3	2	-15	1.9	0.97	-1
CC1CCCC(C)N1C(=O)COC(=O)/C=C/c1ccco1 (stereo not given)	1.1	-6	-1	0	-3	6	-1.6	1	10
O=C(CN1CCN(S(=O)(=O)N2CCCCCC2)CC1)Nc1ccc(Br)cc1	1.1	-13	-8	0	2	-5	-0.8	0.98	-8
O=C(Nc1ccc(N2CCCC2)c(Cl)c1)c1cccc(-c2cc3ccccc3oc2=O)c1	1.2	-18	-3	0	18	0	1.5	0.82	-2
O=C(CN1C(=O)COc2ccc(Cl)cc21)Nc1ccc(N2CCOCC2)cc1	0.96	4	-2	-3	1	0	-1.8	0.99	12
CN(CC(=O)Nc1c(Cl)cccc1Cl)C(=O)c1ccc2nc[nH]c2c1	0.86	14	8	-3	5	7	0.5	0.95	7
CCOC(=O)c1nc2cc3n(c(CC(C)C)c-2c1C)CC(C)=C3C	1	-4	-2	-6	-12	-3	5.0	1.1	-10
Cc1ccc(OCc2nnc(NC(=O)Cc3cccs3)s2)cc1	1.3	-35	0	-3	5	4	·	0.95	·
O=C(Nc1cccc(S(=O)(=O)N2CCOCC2)c1)C1CCCCN1S(=O)(=O)c1ccccc1 (stereo not given)	0.97	3	-7	7	-3	-3	1.0	1	2
Cc1cc2c(cc1C)N(Cc1ccc(Cl)cc1)C1=NCCCN12	1.2	-17	-12	-3	-6	-4	4.0	1.1	0
O=C1c2ccccc2-c2c1cccc2C(=O)N1CCCCC1	0.89	11	-4	6	4	-3	-8.9	0.96	6
O=C(Nc1cccc2c1CCCC2)c1ccc(F)cc1	0.97	2	-5	-2	-1	-1	2.8	1	9
CC(=O)N1CC(C)Sc2ccc(S(=O)(=O)NCCc3cccc(C)c3)cc21 (stereo not given)	1.2	-23	-7	-5	8	-3	0.9	0.92	-6
COc1ccc(C(=O)NC(NC(=O)c2ccc(OC)cc2)c2ccccc2F)cc1	1.1	-6	-2	-2	-15	2	-1.8	1.2	4
CC(C)(C)c1[nH]nc2c1C(Cc1ccccc1)C(C#N)=C(N)O2 (stereo not given)	1.2	-23	0	-3	4	0	-1.9	0.96	0
CC(C)c1cccc(C(C)C)c1NC(=O)Cn1c(=O)cnc2ccccc21	0.98	2	-3	-1	-12	2	0.8	1.1	7
O=C(CSc1ncn[nH]1)N1CCOCC1	1	-2	-3	-1	-6	-4	0.8	1.1	-7
CC(C)Oc1cccc(C(=O)NC(=S)Nc2cccc(C(F)(F)F)c2)c1	0.94	6	-4	-4	20	-5	2.5	0.8	-4
Cc1cccc(NC(=O)C2CCN(c3ncnc4c3nc3n4CCCCC3)CC2)n1	1.3	-28	-1	-4	-2	0	1.0	1	1
Fc1ccccc1-n1cc(-c2ccccc2)[nH]c1=S	0.89	11	-8	-2	-2	0	-0.5	1	-4
CCN(CC)C(=O)C(C)N(C#N)c1nc(NC(C)C)nc(NC(C)C)n1 (stereo not given)	1	-2	-3	2	-1	5	1.3	1	4
CCOc1ccc(S(=O)(=O)NCc2ccc3c(c2)OCO3)cc1NC(C)=O	0.96	4	-5	-1	4	-3	0.5	0.96	-1
Additional structures:
SMILES	hIAP activ	hIAP inh	APOBEC3G inh	beta cell repl	mIAP inh	A3A deaminase	MPTP inh	mIAP activ	ATG4B inhibitor
COc1ccc(OC)c2[nH]c(=O)c(CCNC(=O)c3cccs3)cc12	0.9	10	-6	2	10	-4	-2.0	0.9	-8
CCOC(=O)c1ccc(NC(=O)CSc2nc3sc(C(=O)O)c(C)c3c(=O)[nH]2)cc1	1.1	-11	-9	-3	7	-2	-1.6	0.93	-1
CCOC(=O)c1ccc(N2C(=O)C3C(/C=C/c4ccccc4)OC4(C(=O)c5ccccc5C4=O)C3C2=O)cc1 (stereo not given)	0.95	5	-9	-4	3	-2	-3.2	0.97	4
O=c1[nH]c2ccccc2nc1/C=C/c1ccccc1	0.99	1	-8	-4	4	-3	0.1	0.96	-4
CC1(CC(=O)N/N=C/c2ccc(OCc3ccc(Cl)cc3Cl)cc2)OCCCO1	0.91	9	0	-3	0	2	-0.6	1	-10
CCN(CC)S(=O)(=O)c1ccc(OC)c(NC(=O)CSc2cc(Cl)ccc2Cl)c1	0.87	13	-6	0	-23	1	2.3	1.2	-9
CCCN(CCC)Cc1c(C(=O)N/N=C/c2ccncc2)nnn1-c1nonc1N	1	-4	-5	-5	-7	-1	1.0	1.1	-16
COc1ccc(CCNC(=O)C2CC(=O)N(c3ccc(C)cc3)C2)cc1 (stereo not given)	1.1	-7	-4	-1	-7	1	1.5	1.1	1
COc1ccc(C(=O)N2CCCCC2)cc1S(=O)(=O)Nc1ccccc1	1.1	-13	-4	2	10	-1	0.6	0.91	-10
CCCn1nc(C(=O)NCCN2CCOCC2)c2ccccc2c1=O	1	-3	-8	1	-1	1	-0.9	1	-3
S=C(c1ccc2c(c1)OCO2)N1CCCCCC1	0.99	1	-1	-1	6	-2	-2.1	0.94	-7
CC(C)=CCCC1=CCC(/C=N/NC(N)=O)C(C)C1 (stereo not given)	0.98	2	-3	-3	-6	1	4.7	1.1	4
COc1ccc(N=Cc2cccc(C)c2O)cc1Cl	0.78	22	-6	0	-8	-3	2.9	1.1	4
O=C(COC(=O)c1ccc[nH]c1=O)NCCC1=CCCCC1	0.95	5	-1	2	1	-2	0.2	0.99	-1
COC(=O)c1c(NC(=O)COC(=O)CNC(=O)c2ccco2)sc(C)c1C	0.93	7	-5	2	14	-3	0.4	0.86	-8
N/C(=N\O)c1cn(Cc2ccccc2Cl)c2ccccc12	1	-4	0	-4	2	-1	0.7	0.98	19
Cc1ccc(NS(=O)(=O)c2c(C)[nH]c(C)c2C(=O)N2CCCCC2)c(Cl)c1	1	-4	-4	1	-6	-2	-0.7	1.1	1
CCOC(=O)C1=C(COC(=O)C2CC(=O)N(c3ccc(C)cc3)C2)NC(=O)NC1C (stereo not given)	1.2	-15	-9	-1	6	-2	-2.7	0.94	-12
CCCCNc1nnc(SCC(=O)c2c(N)n(C3CC3)c(=O)[nH]c2=O)s1	1.2	-22	-8	-4	-7	5	-1.3	1.1	-2
Cc1ccc(S(=O)(=O)NC2=NCN(CCN3CCOCC3)CN2)cc1	1.1	-10	3	-3	-4	5	0.0	1	-9
C=CCc1cc(C)ccc1OCCCC(C(=O)OCC)C(=O)OCC	1	-1	-8	-4	4	-2	-2.4	0.96	7
CC1S/C(=N/N=C/c2ccco2)NC1=O (stereo not given)	1	-3	-10	0	7	-8	1.2	0.93	2
CCn1c(-c2cc(OC)c(OC)c(OC)c2)n[nH]c1=S	1.3	-29	36	2	-7	-3	-1.0	1.1	-9
O=C(O)CSc1nnc(COc2cccc3cccnc23)n1-c1cccc(C(F)(F)F)c1	1	0	-7	3	5	-2	·	0.95	10
CCOc1cccc(/C=N/NC(=O)c2cc(C3CC3)[nH]n2)c1O	2.5*	-147	-2	-3	9	-3	-1.9	0.91	21
The results go on.
SMILES	hIAP activ	hIAP inh	APOBEC3G inh	beta cell repl	mIAP inh	A3A deaminase	MPTP inh	mIAP activ	ATG4B inhibitor
COc1ccc(CNC(=O)CN(C(=O)CCC(=O)Nc2ccccn2)c2cccc(C)c2)cc1	1.3	-34	2	1	-6	3	-1.7	1.1	-11
O=S(=O)(NC1=NCCCCC1)c1ccc2ccccc2c1	0.94	6	-6	-3	6	-1	2.6	0.94	-2
COc1cccc(CN(C(=O)c2ccco2)C(C(=O)NC2CCCC2)c2cccnc2)c1 (stereo not given)	1.1	-15	-2	-3	3	-3	-1.1	0.97	-2
Cc1ccc(S(=O)(=O)N2CCC(=O)N(CCOCc3cccc(F)c3)CC2)cc1	0.91	9	-7	-6	-6	-4	-0.1	1.1	0
Cc1nn(C(=O)c2ccco2)c(C)c1Br	1.1	-11	0	0	-12	1	0.2	1.1	2
CCC[C@H]1COCCS(=O)(=O)N1Cc1ccccc1	0.95	5	-6	-4	-12	0	0.2	1.1	2
COc1ccc(C(=O)NNC(=S)NC(=O)c2ccc(F)cc2)cc1Br	1.6	-63	2	-4	7	1	22	0.93	1
NC(=O)C1CCN(C(=O)c2ccc3c(c2)S(=O)(=O)c2ccccc2C3=O)CC1	0.92	8	3	0	-8	5	0.4	1.1	6
CCc1ccc(NC(=O)c2ccccc2SC)cc1	0.93	7	-4	1	15	1	-0.1	0.85	-28
CCCC(=O)Nc1nn(C)c2nc3cc(C)ccc3cc12	1.1	-15	-6	-3	-1	-3	·	1	·
O=c1c(N2CCOCC2)nsnc1N1CCOCC1	1.1	-6	4	0	1	2	-0.1	0.99	-10
Cc1ccc(C)c(NC(=O)CN(C)C(C)C(=O)N2CCCC2)c1 (stereo not given)	1.2	-24	0	0	3	-1	0.7	0.97	-8
CC(=O)NCCC(=O)N(C)CC1CCN(CCc2cccc(C(F)(F)F)c2)CC1	1.1	-6	-6	-4	-5	-1	-0.4	1.1	-5
O=C(CN1CCN(c2ccccn2)CC1)Nc1ccccc1	1.1	-7	-12	-1	-2	-7	-0.8	1	-6
CSc1ccccc1NC(=O)c1cc(-c2cccs2)on1	0.85	15	-7	-2	8	-4	-1.5	0.92	8
Cc1noc(C)c1S(=O)(=O)N1CCC(C(=O)NCCN2CCC(C)CC2)CC1	1	-2	-4	-2	6	3	2.3	0.94	-4
Cc1ccc(OCCOCCN2CCN(C)CC2)c(C(C)(C)C)c1	1	-1	-6	-4	-4	-3	2.4	1	0
CCOc1ncccc1C(=O)N(C)CC(=O)Nc1ccc(F)cc1	0.97	3	-10	0	-9	-6	0.9	1.1	-9
COCc1cc(C)c2c(N)c(C#N)sc2n1	0.95	5	-9	3	6	-5	1.3	0.94	-3
CS(=O)(=O)N(CC(=O)NCCSCc1ccccc1)c1ccccc1F	0.81	19	-8	-1	5	-3	0.2	0.95	-5
O=C(OCc1c(-c2ccccc2)ncc2ccccc12)c1cccc(Br)c1	1.1	-10	-7	-7	17	-2	-0.6	0.83	10
COC(=O)C1=NNC2C(=O)N(c3ccc(C)cc3)C(=O)C12 (stereo not given)	0.9	10	-13	-4	6	-5	1.1	0.94	-2
O=C(CCSCCC(=O)NCc1ccccc1)NCc1ccccc1	0.95	5	-3	0	1	-7	-0.1	0.99	-8
Cc1c(C(=O)O)cccc1-c1ccc(C=O)o1	1.1	-5	2	0	-5	10	0.4	1.1	5

Profiles, looked up by structure. Order of values: hIAP activ, hIAP inh, APOBEC3G inh, beta cell repl, mIAP inh, A3A deaminase, MPTP inh, mIAP activ, ATG4B inhibitor
CCOc1ncccc1C(=O)N(C)CC(=O)Nc1ccc(F)cc1 is listed with 0.97, 3, -10, 0, -9, -6, 0.9, 1.1, -9
O=C(OCc1c(-c2ccccc2)ncc2ccccc12)c1cccc(Br)c1 is listed with 1.1, -10, -7, -7, 17, -2, -0.6, 0.83, 10
Cc1nn(C(=O)c2ccco2)c(C)c1Br is listed with 1.1, -11, 0, 0, -12, 1, 0.2, 1.1, 2
